FBW7 activator: FBW7 E3 ligase activators, primary screen, biochemical, AlphaScreen, human; F-box/WD repeat-containing protein 7 (Homo sapiens), Q969H0; AlphaScreen FBW7–phospho-cyclin E peptide binding, activator screen; normalized activity (activation), % at 26.1 µM; 0.13% of 650,000 active; AID 1259310, 2017; in the data active = normalized activity above about 1.9%;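 also: purified mutant Fbw7 with reduced substrate affinity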
Target sequence (Q969H0 whole entry, looked up): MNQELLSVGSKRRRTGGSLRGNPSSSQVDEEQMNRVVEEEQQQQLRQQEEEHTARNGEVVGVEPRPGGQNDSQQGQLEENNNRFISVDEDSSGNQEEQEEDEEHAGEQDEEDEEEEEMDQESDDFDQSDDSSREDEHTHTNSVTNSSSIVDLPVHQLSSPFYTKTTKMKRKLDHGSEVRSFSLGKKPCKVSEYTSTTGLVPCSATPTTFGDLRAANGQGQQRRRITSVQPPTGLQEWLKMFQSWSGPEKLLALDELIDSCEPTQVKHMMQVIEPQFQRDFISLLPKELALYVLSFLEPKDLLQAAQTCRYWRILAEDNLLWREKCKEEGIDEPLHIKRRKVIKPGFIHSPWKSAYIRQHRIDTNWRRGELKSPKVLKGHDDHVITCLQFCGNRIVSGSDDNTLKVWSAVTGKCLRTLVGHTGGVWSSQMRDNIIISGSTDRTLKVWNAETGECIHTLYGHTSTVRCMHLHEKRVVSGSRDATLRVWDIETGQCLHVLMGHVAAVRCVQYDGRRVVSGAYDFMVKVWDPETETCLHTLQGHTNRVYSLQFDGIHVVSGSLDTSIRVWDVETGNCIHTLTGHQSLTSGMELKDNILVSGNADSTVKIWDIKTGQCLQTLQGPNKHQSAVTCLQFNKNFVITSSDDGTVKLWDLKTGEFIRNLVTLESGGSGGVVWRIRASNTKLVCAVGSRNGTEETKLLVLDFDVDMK
MITF inh: MITF inhibitors, primary screen, biochemical, AlphaScreen, human. Microphthalmia-associated transcription factor (Homo sapiens), O75030. inhibition, % at 2.6 µM. AID 1259374, 2018. 0.91% of 650,000 active. AlphaScreen MITF homodimerization, bead proximity signal; in the data active = inhibition above about 50%;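 also: 0% = vehicle wells with protein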
GPR151 activ: activators of human GPR151, primary screen, cell-based, PathHunter beta-arrestin, luminescence | G-protein coupled receptor 151 (Homo sapiens), Q8TDV0 | PathHunter beta-arrestin GPR151 cells | activation, % at 11.2 µM | 1% of 650,000 active; in the data active = activation above about 4.9%;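 also: 0% = median of compound wells and 100% = cells with positive control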
Target sequence (Q8TDV0 whole entry, looked up): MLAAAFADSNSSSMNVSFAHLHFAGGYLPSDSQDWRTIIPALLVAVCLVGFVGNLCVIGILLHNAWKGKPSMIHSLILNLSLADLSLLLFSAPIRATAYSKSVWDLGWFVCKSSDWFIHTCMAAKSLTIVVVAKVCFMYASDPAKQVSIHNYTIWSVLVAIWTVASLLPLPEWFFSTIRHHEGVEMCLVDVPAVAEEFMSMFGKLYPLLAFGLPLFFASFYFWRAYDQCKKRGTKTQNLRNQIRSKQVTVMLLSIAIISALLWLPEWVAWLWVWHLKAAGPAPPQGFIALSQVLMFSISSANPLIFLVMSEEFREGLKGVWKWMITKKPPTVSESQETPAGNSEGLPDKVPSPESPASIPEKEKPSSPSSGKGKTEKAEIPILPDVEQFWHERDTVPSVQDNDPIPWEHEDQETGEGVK
TEAD-YAP inh: TEAD-YAP interaction inhibition, primary screen, TEAD-YAP interaction inhibitor project, luminescence, HEK-TIYL cells; inhibition, % at 9.12 µM; 1.4% of 640,000 active; TEAD-Gal4/YAP UAS-luciferase luminescence; in the data active = inhibition above about 32%;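 also: 0% = median of test compound wells and 100% = reference inhibitor wells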
An asterisk follows results filed as active.

A first look:
Screening CCCN(CCC)S(=O)(=O)c1ccc(C(=O)Nc2c(C(N)=O)oc3ccccc23)cc1 returned FBW7 activator 0.0, MITF inh -4, GPR151 activ 4.2 and TEAD-YAP inh 8.
Screening Cc1ccc2c(CNCc3ccc(C)o3)c(C(=O)O)[nH]c2c1 returned FBW7 activator 0.0, MITF inh 11, GPR151 activ 1.9 and TEAD-YAP inh 6.

All compounds of this part, previewed entries included:
Screening CCCN(CCC)S(=O)(=O)c1ccc(C(=O)Nc2c(C(N)=O)oc3ccccc23)cc1 returned FBW7 activator 0.0, MITF inh -4, GPR151 activ 4.2 and TEAD-YAP inh 8.
Screening Cc1ccc2c(CNCc3ccc(C)o3)c(C(=O)O)[nH]c2c1 returned FBW7 activator 0.0, MITF inh 11, GPR151 activ 1.9 and TEAD-YAP inh 6.
N#C/C(=C\c1ccc(O)cc1)C(=O)NCCc1ccccc1 was read as FBW7 activator 0.8, MITF inh 8, GPR151 activ 1.3 and TEAD-YAP inh 1.
`COc1ccc(/C(C)=N/NC(=O)c2cc(O)cc(O)c2)c(OC)c1` gave FBW7 activator -0.4, MITF inh -8, GPR151 activ 0.2 and TEAD-YAP inh 3.
Cc1ccc(NC(=O)Cn2ccc(=O)[nH]c2=O)cc1 was read as FBW7 activator -0.2, MITF inh -2, GPR151 activ -1.9 and TEAD-YAP inh -19.
Screening COC(=O)c1ccc(NC(=O)c2sc3nc(-c4ccc(F)cc4)cn3c2C)cc1 returned FBW7 activator 0.2, MITF inh -5, GPR151 activ -0.3 and TEAD-YAP inh 4.
O=C(NCCc1ccc(O)cc1)c1csc(Nc2ccncc2)n1 was read as FBW7 activator 0.4, MITF inh 14, GPR151 activ 0.2 and TEAD-YAP inh 8.
For COc1ccc(S(=O)(=O)Nc2cc([N+](=O)[O-])ccc2OC)cc1Br the results were FBW7 activator -0.1, MITF inh 17, GPR151 activ -2.2 and TEAD-YAP inh 6.
`CCCNC(=O)C1CCN(S(=O)(=O)c2ccccc2)CC1` gave FBW7 activator 0.0, MITF inh -13, GPR151 activ -0.9 and TEAD-YAP inh -5.
CN(C(=O)CSc1nncn1-c1ccccn1)C1CCCCC1 was read as FBW7 activator 0.0, MITF inh -4, GPR151 activ -0.5 and TEAD-YAP inh 2.
`CCOc1ccc(NC(=O)c2cccc(Br)c2)c([N+](=O)[O-])c1` gave FBW7 activator -0.1, MITF inh 1, GPR151 activ -0.2 and TEAD-YAP inh -11.
`O=C(O)c1cn(-c2ccccc2)nc1-c1ccc(F)cc1` gave FBW7 activator 0.0, MITF inh 2, GPR151 activ 0.2 and TEAD-YAP inh -4.
For COC(=O)C1=CN(Cc2ccc(C)cc2)C=C(C(=O)OC)C1c1ccc(C)s1 the results were FBW7 activator 1.0, MITF inh 15, GPR151 activ -2.6 and TEAD-YAP inh 2.
`O=C(Nc1ccc(S(=O)(=O)Nc2nccs2)cc1)C(Cl)Cl` gave FBW7 activator -0.1, MITF inh 4, GPR151 activ 1.1 and TEAD-YAP inh 3.
O=C(NCc1cccc(C(F)(F)F)c1)c1cc(N2CCOCC2)nc2ccccc12 was read as FBW7 activator 0.0, MITF inh 3, GPR151 activ -1.0 and TEAD-YAP inh -1.
COc1ccc(C(=O)Oc2ccc(/C=C3\N=C(c4ccc(C)cc4)OC3=O)cc2)cc1 was read as FBW7 activator -0.1, MITF inh -4, GPR151 activ -0.6 and TEAD-YAP inh -4.
Screening CC1(c2ccccc2Br)NC(=O)N(CC(=O)NCC(F)(F)F)C1=O (configuration not stated) returned FBW7 activator 0.0, MITF inh -3, GPR151 activ -0.7 and TEAD-YAP inh 3.
`COc1ccc(CCNC(=O)c2nccc3ccccc23)cc1OC` gave FBW7 activator 0.7, MITF inh 16, GPR151 activ 0.5 and TEAD-YAP inh -4.
Screening Cn1c(Sc2ccc([N+](=O)[O-])cc2C(F)(F)F)nnc1-c1ccccc1 returned FBW7 activator 0.0, MITF inh 1, GPR151 activ 0.8 and TEAD-YAP inh 7.
Screening C=CCc1cccc(/C=N/NC(N)=O)c1O returned FBW7 activator 0.3, MITF inh -15, GPR151 activ -1.0 and TEAD-YAP inh -2.

Looked up one by one from the entries so far (three):
`O=C(Nc1ccc(S(=O)(=O)Nc2nccs2)cc1)C(Cl)Cl` gave FBW7 activator -0.1, MITF inh 4, GPR151 activ 1.1 and TEAD-YAP inh 3.
Screening CC1(c2ccccc2Br)NC(=O)N(CC(=O)NCC(F)(F)F)C1=O (configuration not stated) returned FBW7 activator 0.0, MITF inh -3, GPR151 activ -0.7 and TEAD-YAP inh 3.
For COC(=O)C1=CN(Cc2ccc(C)cc2)C=C(C(=O)OC)C1c1ccc(C)s1 the results were FBW7 activator 1.0, MITF inh 15, GPR151 activ -2.6 and TEAD-YAP inh 2.

Other structures:
`COc1ccc(C2=C/C(=C/c3cc(OC)c(OC)cc3[N+](=O)[O-])C(=O)O2)cc1` gave FBW7 activator -0.1, MITF inh 9, GPR151 activ 1.3 and TEAD-YAP inh 0.
For O=C(NCCN1CCOCC1)c1ccncc1 the results were FBW7 activator 0.5, MITF inh 13, GPR151 activ -0.9 and TEAD-YAP inh -7.
`Cc1ccc(N2CCSC2c2ccco2)cc1` (configuration not stated) gave FBW7 activator 0.2, MITF inh 8, GPR151 activ 0.6 and TEAD-YAP inh 0.
`CC1CCc2nn(CC(=O)NCc3cccc(Cl)c3)cc2C1` (configuration not stated) gave FBW7 activator 0.0, MITF inh -6, GPR151 activ 0.5 and TEAD-YAP inh -4.
`COCCCNC(=O)CN(c1cccc(C)c1C)S(=O)(=O)c1ccc(C)cc1` gave FBW7 activator 0.2, MITF inh -7, GPR151 activ -0.7 and TEAD-YAP inh 8.
`CS(=O)(=O)c1ccc(C(=O)NCC2(N3CCOCC3)CCCCC2)cc1` gave FBW7 activator -0.1, MITF inh 4, GPR151 activ -0.5 and TEAD-YAP inh 1.
Screening CCOc1ccc(C2C(C(N)=O)=C(C)Nc3nc(-c4ccc(OC)c(OC)c4)nn32)cc1 (configuration not stated) returned FBW7 activator 0.0, MITF inh 6, GPR151 activ 2.0 and TEAD-YAP inh -4.
`CC(C)CCC(C(N)=O)C1=NC(C)(C)Cc2ccccc21` (configuration not stated) gave FBW7 activator 0.0, MITF inh -11, GPR151 activ -0.9 and TEAD-YAP inh 4.
Screening NC(=O)CSc1nc2ccc(Cl)cc2o1 returned FBW7 activator 0.6, MITF inh 13, GPR151 activ -2.2 and TEAD-YAP inh -1.
NC(=O)C(C(=O)/C=C/c1ccc(Cl)cc1)=C1SCS1 was read as FBW7 activator 0.0, MITF inh 2, GPR151 activ 1.1 and TEAD-YAP inh -35.
N#Cc1ccc(OCC(=O)NN=C2CCCC2)cc1 was read as FBW7 activator 0.4, MITF inh 15, GPR151 activ 0.7 and TEAD-YAP inh 0.
For O=C(Nc1cccc2ncccc12)C(Cl)(Cl)Cl the results were FBW7 activator 0.4, MITF inh 9, GPR151 activ -1.6 and TEAD-YAP inh 10.
`Cc1ccccc1NC(=O)c1cc2ccccc2o/c1=N\O` gave FBW7 activator 0.2, MITF inh 3, GPR151 activ 0.2 and TEAD-YAP inh -48.
Screening Cc1cc(I)ccc1NCC(=O)N/N=C/c1ccc(O)cc1 returned FBW7 activator 0.4, MITF inh 14, GPR151 activ 1.1 and TEAD-YAP inh 12.
For CC1(C)CC(OC(=O)CC(=O)OC2CC(C)(C)NC(C)(C)C2)CC(C)(C)N1 the results were FBW7 activator -0.1, MITF inh -12, GPR151 activ 2.5 and TEAD-YAP inh -4.
`CN(c1ncnc2c1cnn2-c1ccccc1)C1CCCCC1` gave FBW7 activator 0.1, MITF inh -2, GPR151 activ 0.8 and TEAD-YAP inh 93*.
For CC1CCN(CCNC(=O)c2ccc(Cn3c(=S)[nH]c4ccc(Br)cc4c3=O)cc2)CC1 the results were FBW7 activator -0.1, MITF inh -8, GPR151 activ -0.8 and TEAD-YAP inh -16.
`COc1ccc(N2COc3ccc4cc(Br)ccc4c3C2)cc1` gave FBW7 activator -0.1, MITF inh 3, GPR151 activ -0.4 and TEAD-YAP inh 0.
Screening O=C(CN1CCC(O)(c2cccnc2)CC1)NCCc1ccccc1 returned FBW7 activator 0.0, MITF inh -8, GPR151 activ -1.3 and TEAD-YAP inh -5.
`O=C(Nc1ccccc1-c1nc2ccccc2s1)c1ccc([N+](=O)[O-])cc1` gave FBW7 activator 0.1, MITF inh 10, GPR151 activ 4.1 and TEAD-YAP inh -2.

Sorted by SMILES length (low to high): part of the list above.
N#Cc1ccc(OCC(=O)NN=C2CCCC2)cc1 was read as FBW7 activator 0.4, MITF inh 15, GPR151 activ 0.7 and TEAD-YAP inh 0.
For O=C(Nc1cccc2ncccc12)C(Cl)(Cl)Cl the results were FBW7 activator 0.4, MITF inh 9, GPR151 activ -1.6 and TEAD-YAP inh 10.
`Cc1ccccc1NC(=O)c1cc2ccccc2o/c1=N\O` gave FBW7 activator 0.2, MITF inh 3, GPR151 activ 0.2 and TEAD-YAP inh -48.
`COc1ccc(N2COc3ccc4cc(Br)ccc4c3C2)cc1` gave FBW7 activator -0.1, MITF inh 3, GPR151 activ -0.4 and TEAD-YAP inh 0.
For CC1(C)CC(OC(=O)CC(=O)OC2CC(C)(C)NC(C)(C)C2)CC(C)(C)N1 the results were FBW7 activator -0.1, MITF inh -12, GPR151 activ 2.5 and TEAD-YAP inh -4.

Additional entries:
Screening Cc1ccccc1Nc1n[nH]c(C)c1[N+](=O)[O-] returned FBW7 activator -0.1, MITF inh 3, GPR151 activ -0.9 and TEAD-YAP inh -5.
CCc1ccccc1NC(=O)CCC(=O)OCC(=O)c1ccc(Cl)cc1 was read as FBW7 activator -0.1, MITF inh 10, GPR151 activ 8.7* and TEAD-YAP inh 11.
COc1cccc(NC(=O)CN2C(=O)C(c3ccccc3)=NC2(C)C)c1 was read as FBW7 activator -0.1, MITF inh 1, GPR151 activ -0.7 and TEAD-YAP inh 8.
COc1cc(/C=C2\N=C(c3ccccc3)N(CC(C)=O)C2=O)cc(OC)c1OC was read as FBW7 activator -0.1, MITF inh -2, GPR151 activ -1.4 and TEAD-YAP inh -4.
`COc1ccc(CC(=O)NCCc2cc3ccc(OC)cc3[nH]c2=O)cc1` gave FBW7 activator 0.2, MITF inh 11, GPR151 activ 0.4 and TEAD-YAP inh 6.
Screening CCOC(=O)N1CCN(C(=S)Nc2cccc(C)c2C)CC1 returned FBW7 activator 0.4, MITF inh 17, GPR151 activ 0.7 and TEAD-YAP inh 10.
For Cc1ccc(N2C(=O)C3ON(c4ccc(Cl)cc4)C(c4ccco4)C3C2=O)cc1 (configuration not stated) the results were FBW7 activator -0.1, MITF inh -2, GPR151 activ -1.1 and TEAD-YAP inh 8.
`CS(=O)(=O)N(CC(=O)N1CCN(c2cccc(Cl)c2)CC1)c1ccccc1F` gave FBW7 activator 0.2, MITF inh 4, GPR151 activ 2.5 and TEAD-YAP inh 6.
Screening CN1CCN(Cc2nc3c(c(=O)n(C)c(=O)n3C)n2Cc2ccccc2Cl)CC1 returned FBW7 activator 0.7, MITF inh 8, GPR151 activ -0.1 and TEAD-YAP inh 5.
`Cc1ccc2c(CC(=O)OCC(=O)c3ccc[nH]3)coc2c1` gave FBW7 activator -0.1, MITF inh 6, GPR151 activ -1.5 and TEAD-YAP inh -4.
Screening OCCC1CN(Cc2ccccc2O)CCN1CCCc1ccccc1 (configuration not stated) returned FBW7 activator -0.1, MITF inh 2, GPR151 activ -1.9 and TEAD-YAP inh -11.
Screening COc1cc(CN(C)CC(O)c2ccccc2)ccc1OC(F)F (configuration not stated) returned FBW7 activator 0.0, MITF inh 13, GPR151 activ -0.3 and TEAD-YAP inh -1.
Screening COC(=O)C(C)N1C(=O)S/C(=C/c2ccc(N(C)C)c(Br)c2)C1=O (configuration not stated) returned FBW7 activator 0.2, MITF inh 14, GPR151 activ 1.1 and TEAD-YAP inh -17.
For O=C(Nc1cccc(NC(=O)c2ccc(Cl)cc2Cl)c1)c1ccc([N+](=O)[O-])o1 the results were FBW7 activator 0.0, MITF inh 5, GPR151 activ -1.4 and TEAD-YAP inh 13.
Screening O=C(c1ccc(Nc2nc(-c3ccccc3)c3cc(Br)ccc3n2)cc1)N1CCCC1 returned FBW7 activator 0.1, MITF inh -12, GPR151 activ -0.1 and TEAD-YAP inh 14.
`O=C(CN1CCC(NC(=O)c2ccco2)CC1)Nc1ccccc1F` gave FBW7 activator -0.2, MITF inh -3, GPR151 activ 1.0 and TEAD-YAP inh 1.
Screening N#CC1=C(N)Oc2c(ccc3ccccc23)C1c1ccc([N+](=O)[O-])cc1 (configuration not stated) returned FBW7 activator 0.1, MITF inh -10, GPR151 activ -0.5 and TEAD-YAP inh 1.
`CC(=O)c1ccc(NC(=O)CSc2ncc(-c3ccccc3)n2C)cc1` gave FBW7 activator -0.1, MITF inh -3, GPR151 activ -1.4 and TEAD-YAP inh -8.
Screening Cc1ccc(/C=C(\NC(=O)c2cncc(Br)c2)C(=O)N2CC3CC(C2)c2cccc(=O)n2C3)cc1 (configuration not stated) returned FBW7 activator 0.1, MITF inh -8, GPR151 activ -1.0 and TEAD-YAP inh -6.
For Cn1c(N2CCN(C(=O)c3cccc([N+](=O)[O-])c3)CC2)nc2ccccc21 the results were FBW7 activator 0.0, MITF inh -2, GPR151 activ 0.5 and TEAD-YAP inh 1.
For COC(=O)CC(=O)Nc1sc2c(c1C#N)CCCC2 the results were FBW7 activator 0.1, MITF inh -9, GPR151 activ -0.9 and TEAD-YAP inh 9.

High-throughput results: PubChem, The Scripps Research Institute Molecular Screening Center
